# Neddyl block: inhibitors of human cullin neddylation. P61081+Q13564. TR-FRET cullin neddylation, biochemical. calls only at 25 µM. 360,000 tested, 0.58% active. AID 651699; in the data active means inhibition above about 36%
# Target sequence (P61081 whole entry, looked up): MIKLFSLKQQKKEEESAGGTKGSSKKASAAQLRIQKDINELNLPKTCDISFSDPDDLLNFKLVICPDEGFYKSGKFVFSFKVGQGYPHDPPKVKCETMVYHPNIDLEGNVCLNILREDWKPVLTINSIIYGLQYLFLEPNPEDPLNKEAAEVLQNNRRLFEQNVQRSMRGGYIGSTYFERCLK
# Target sequence (Q13564 whole entry, looked up): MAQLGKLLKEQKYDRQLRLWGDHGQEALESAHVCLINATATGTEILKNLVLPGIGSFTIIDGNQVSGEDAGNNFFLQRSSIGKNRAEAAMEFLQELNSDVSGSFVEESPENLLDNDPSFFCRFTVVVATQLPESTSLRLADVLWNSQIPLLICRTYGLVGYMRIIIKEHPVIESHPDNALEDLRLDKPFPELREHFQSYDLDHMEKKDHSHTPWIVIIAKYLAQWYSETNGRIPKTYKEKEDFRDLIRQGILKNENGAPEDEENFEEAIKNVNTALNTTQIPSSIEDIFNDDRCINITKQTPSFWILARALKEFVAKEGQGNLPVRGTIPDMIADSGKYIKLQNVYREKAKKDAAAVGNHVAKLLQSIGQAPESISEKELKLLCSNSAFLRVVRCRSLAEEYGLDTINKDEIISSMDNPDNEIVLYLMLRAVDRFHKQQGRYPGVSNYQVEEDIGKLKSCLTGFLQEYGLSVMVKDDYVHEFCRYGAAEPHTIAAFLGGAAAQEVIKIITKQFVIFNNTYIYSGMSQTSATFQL
# NRP1-CendR mod: NRP-1/CendR interaction modulation; O14786; FAM-RPARPAR peptide binding to NRP-1, fluorescence polarization; inhibition, % at 25 µM; 360,000 tested, 0.85% active; AID 602438;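 active means inhibition or corrected inhibition above about 18%, plus a signal ratio from 0.5 to 1.5, limit read from the data, passing the limit was not always enough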; further: strong numbers were not always called active
# Rin1-Abl PPI inh: blocks binding of human Rin1 to Abl | P00519+Q13671 | 360,000 tested, 0.4% active | AID 588664 | inhibition, % at 7.35 µM | TR-FRET Rin1/Abl binding, biochemical; in the data active means inhibition above about 5%, passing the limit was not always enough
# E coli Lon inh: inhibits E. coli Lon protease | P0A9M0 | purified E. coli Lon protease, fluorescence polarization | inhibition, % at 7.94 µM | 360,000 tested, 0.42% active | AID 602123; in the data active means inhibition above about 13%, passing the limit was not always enough;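 further: 0% = enzyme with probe and DMSO and 100% = no enzyme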
# FAS TE block: blocks the thioesterase domain of human fatty acid synthase | recombinant FAS-TE, OMFH fluorogenic substrate, fluorescence endpoint | inhibition, % at 15 µM | 360,000 tested, 0.67% active | AID 602261;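 active means compounds whose normalised, plate-corrected inhibition of enzyme fluorescence in the single-dose primary screen is 50% or more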;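 further: 0% = DMSO with enzyme and 100% = substrate without enzyme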
# MT1-MMP act inh: blocks activation of human MT1-MMP. HT1080 RFP-PRO-GFP cells, GFP/RFP ratio fluorescence, overnight; percent of plate control window, DMSO zero. P50281. GFP/RFP ratio change, % at 20 µM. 360,000 tested, 0.061% active;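 active means GFP/RFP ratio change of at least 30% with cell ATP level not reduced by more than half and red fluorescence within 50% of control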; further: strong numbers were not always called active
#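 Assay system: HT1080 RFP-PRO-GFP cells | Dosing: 20 µM single dose, 1% DMSO | Incubation: Cells overnight before dosing, compound overnight, 37 °C, 5% CO2 | Evaluation: GFP/RFP fluorescence ratio | Control set: DMSO-only wells and HT1080 RFP-L50D-GFP cell wells as references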
# PABP1 MLLE inh: blocks PAM2 peptide binding to the PABP1 MLLE domain | P11940 | GST-MLLE / FITC-PAM2 fluorescence polarization | inhibition, % at 20 µM | 360,000 tested, 0.36% active | AID 588489; in the data active means inhibition above about 35%, passing the limit was not always enough;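 further: plate controls were DMSO wells with GST-MLLE for no effect and wells lacking GST-MLLE protein for full effect; some results filed as inactive read as strong as hits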
# MsrA act: bovine methionine sulfoxide reductase A activation | purified bovine MsrA, absorbance read-out | 360,000 tested, 0.3% active | activation, % at 10.6 µM; in the data active means activation above about 7.5%;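 further: 0% = vehicle and 100% = reference activator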
# SKN-1 inh: blocks SKN-1 activity in C. elegans. C. elegans VP596 Pgst-4::GFP/RFP ratio, acrylamide-induced, 24 h. inhibition, % at 21.8 µM. 360,000 tested, 0.49% active. AID 624304;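 active means interference check ratio from 0.5 to 1.5 plus GFP to RFP signal ratio inhibition reaching or exceeding a fixed threshold, cut at about 30% in these data, passing the limit was not always enough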; further: some compounds called inactive have numbers as strong as hits
# Numbers without * were called inactive; i = inactive; . = not tested or not shown; + = active, no number.
SMILES,Neddyl block,NRP1-CendR mod,Rin1-Abl PPI inh,E coli Lon inh,FAS TE block,MT1-MMP act inh,PABP1 MLLE inh,MsrA act,SKN-1 inh
CC1N(C(=O)N(C)C)CCN1S(=O)(=O)c1ccccc1 (stereo not drawn),i,9,4,5,1,0,4,-2,18
COc1ccc(-c2cc(C(=O)N(C)Cc3ccccc3)c3ccccc3n2)cc1,.,4,1,2,29,-2,6,0,4
COc1cc(/C=N/N=C(/C(=O)c2ccccc2)c2ccccc2)cc(OC)c1O,i,2,-3,9,1,4,-11,-4,4
O=C(Nc1ccc(N2CCN(Cc3ccccc3)CC2)cc1)c1ccccc1[N+](=O)[O-],i,-2,-1,-5,11,4,-4,-3,5
CCC(CC)C(=O)c1c[nH]c(C(=O)NCc2cccnc2)c1,i,-3,-3,-2,-4,-1,-6,-5,-2
COC(=O)c1[nH]c(C)c(/C(O)=C2\C(=O)C(=O)N(CCN3CCOCC3)C2c2cccs2)c1C (stereo not drawn),i,2,1,1,-7,2,-1,1,-28
O=C(Nc1nnc(C2CC2)s1)C1Cc2ccccc2CN1C(=O)c1ccco1 (stereo not drawn),i,-16,1,1,-4,-7,-2,-8,7
COC(=O)c1ccc(N2CCN(C)CC2)c(NC(=O)c2ccc(-c3ccc(Cl)cc3)o2)c1,i,4,-2,1,4,2,9,-4,12
COC(=O)[C@]12CCCCC=C1N(CCC1=CCCCC1)C(=O)[C@H](CC(=O)N1CCCC1)C2,i,23,.,-3,-3,0,.,-3,6
C=CCn1c(=O)c2ccc(C(=O)NCc3ccccc3)cc2n(Cc2cccc(Cl)c2)c1=O,i,-9,2,0,11,.,7,-11,-2
COCCCNc1nnc(Cc2ccc(Cl)cc2)c(=O)[nH]1,i,2,2,1,-7,0,-5,-2,24
CCOc1ccc(NS(=O)(=O)c2ccc(NC(=O)C3CC3)cc2)cc1,i,2,-2,15,2,5,-19,1,-5
CCCS(=O)(=O)NC(=O)C1(C)CCN(C(=O)c2cccc(C)c2C)C1 (stereo not drawn),i,-1,0,7,-4,.,4,-1,35*
Cc1cccnc1C(NC(=O)C1CCN(CCCOc2ccc(F)cc2)CC1)c1ccccc1 (stereo not drawn),i,-10,0,4,-4,-2,-7,-2,14
CC(C)(O)c1[nH]c2ccc(C(F)(F)F)cc2c1C(C)(C)O,i,-10,2,4,1,0,7,-12,-9
CSC(=NC#N)N1CCN(c2ccc(Cl)cc2)CC1,i,-3,4,0,2,12,0,-5,8
CSCCC(NC(=O)/C(=C/c1ccc(F)cc1)NC(C)=O)C(=O)O (stereo not drawn),i,9,0,0,-2,-2,9,-1,10
Oc1ccc(/C(Cc2ccccn2)=N\Nc2ccccc2)c(O)c1,i,-3,-2,2,20,1,26,-1,5
Cn1ccc2c(-c3ccc(CO)cc3)cc3c(c21)C1CCC3C1 (stereo not drawn),.,-1,1,3,19,-1,-3,-4,13
COc1ccc(NCc2nnc(SCC(=O)Nc3ccccc3)n2C)cc1,i,0,0,0,-8,2,-2,-3,6
O=C(COC(=O)c1nc(Cl)ccc1Cl)Nc1ccc2c(c1)OCO2,i,-2,-1,5,2,1,4,-5,-10
O=C(CSc1ccc2nnc(-c3ccc(F)cc3)n2n1)NCc1ccco1,i,3,-1,1,-3,0,4,-7,-2
CCCCNC(=S)NCc1ccc2[nH]c3c(c2c1)CCCC3,i,-19,-2,5,8,-3,-77,-1,13
Cc1ccc(NC(=S)N2CCN(S(=O)(=O)c3ccc(F)cc3)CC2)cc1,i,3,0,3,5,0,-82,-8,-16
CCN1C[C@@H]2[C@@H]3C(=O)N(C)C(=O)[C@@H]3[C@](C)(C1=O)N2C(=O)c1ccc(Cl)c(Cl)c1,i,9,2,-10,-11,-2,-8,-1,14

# Looked up above:
# Value of CCN1C[C@@H]2[C@@H]3C(=O)N(C)C(=O)[C@@H]3[C@](C)(C1=O)N2C(=O)c1ccc(Cl)c(Cl)c1 under FAS TE block: -11
# Value of CCCCNC(=S)NCc1ccc2[nH]c3c(c2c1)CCCC3 under PABP1 MLLE inh: -77

# Following part.
SMILES,Neddyl block,NRP1-CendR mod,Rin1-Abl PPI inh,E coli Lon inh,FAS TE block,MT1-MMP act inh,PABP1 MLLE inh,MsrA act,SKN-1 inh
COc1ccc(C(=O)NCC(=O)N/N=C(\C)c2ccco2)cc1OC,i,2,3,2,0,2,-13,-7,-1
COc1ccc(C2CC(c3ccc(Cl)c(Cl)c3)Nc3nc(N)nn32)cc1 (stereo not drawn),i,4,-4,1,4,-2,4,-5,7
CCn1c(CCc2nc3ccccc3[nH]2)n[nH]c1=S,i,4,0,4,-7,-5,-12,3,-4
COc1ccc(-n2nc3c(c2NC(=O)CCl)CSC3)cc1,i,-7,1,3,-3,-8,2,-4,1
O=C(/C(=C/c1ccc(Cl)cc1)c1nc2ccccc2[nH]1)c1cccs1,i,1,2,-2,14,-26,6,-5,7
CCN1C(=S)N[C@@H](c2cccc(F)c2)C(C(=O)OC)=C1C,i,6,3,4,-10,2,-41,0,0
O=C(O)c1ccc(Nc2nc3ccccc3nc2NS(=O)(=O)c2ccc(F)cc2)cc1,.,-40,-14,0,20,15,3,-4,12
COc1ccc(CCC(=O)Nc2c(-c3ccc(N(C)C)cc3)[nH][nH]c2=O)cc1,i,14,32*,0,37,6,0,2,1
COc1ccc(Cn2nnnc2CN(CCCN2CCOCC2)Cc2cc3cc(OC)ccc3[nH]c2=O)cc1,i,-9,0,-9,-6,-9,-6,-3,-9
O=C(CCc1ccccc1)N1N=C(c2ccncc2)CC1(O)C(F)(F)F (stereo not drawn),i,5,1,-2,5,0,-10,-2,6
CCOC(=O)c1[nH]c(C)c(C(=O)N2CCN(c3ccc(OC)cc3)CC2)c1C,i,2,1,-10,-7,4,-3,-2,1
CCOC(=O)C(NC(=O)c1ccccc1)(OCc1ccc(F)cc1)C(F)(F)F (stereo not drawn),i,2,0,-3,13,-6,1,2,-4
CCC1Oc2ccc(C)cc2N(CC(=O)NCCN2CCCCCC2)C1=O (stereo not drawn),i,-2,1,2,-6,4,5,-3,-5
Cc1ccc(-c2ccc(=O)n(CC(=O)NCCCN3CCCCC3C)n2)cc1 (stereo not drawn),i,-3,-2,-11,-8,-1,-16,-1,-1
Cc1c(Cc2ccc3c(c2)OCO3)sc(NC(=O)C(C)(C)C)c1C#N,i,-5,0,4,18,-8,3,-14,-16
COc1cc(C(C(=O)NC2CCCCC2)N(CCN2CCOCC2)C(=O)C2COc3ccccc3O2)cc(OC)c1OC (stereo not drawn),i,3,-2,9,-10,0,-3,-2,2
O=C(Nc1ccc(NC(=O)c2ccc(Cl)cc2Cl)cc1)c1cccs1,.,1,2,1,-1,-1,-87,-4,4
COc1ccc(S(N)(=O)=O)cc1C(=O)NCCCN1CCN(c2cccc(Cl)c2)CC1,i,2,1,7,0,1,-2,-1,0
O=C(O)c1ccccc1C(=O)NC1CCCc2ccccc21 (stereo not drawn),i,8,1,1,-2,4,4,-2,-2
O=C(NNC(=O)c1ccc(NC(=O)c2ccccc2)cc1)c1ccccc1,i,-2,2,2,-6,3,-8,-12,-5
O=C(N1CCCCC1)C12CC3CC(CC(C3)C1)C2,i,0,-3,5,-7,-2,2,1,-3
CC1(C)C=Cc2cc3ccc(=O)oc3cc2O1,.,7,0,1,-1,-6,8,-2,4
c1ccc2[nH]c(CSc3ncnc4c3oc3ccccc34)nc2c1,i,-12,i,-1,1,-5,-16,-2,4
CN(C)c1ccc(NC(=O)Oc2ccccc2)cc1,i,-4,0,1,-12,29,18,-11,-20
O=C1C2C3c4ccccc4C(c4ccccc43)C2C(=O)N1Cc1ccccn1 (stereo not drawn),i,2,3,3,-1,-1,6,-3,-3

# In the list so far, these have a furan ring, fused or not:
SMILES,Neddyl block,NRP1-CendR mod,Rin1-Abl PPI inh,E coli Lon inh,FAS TE block,MT1-MMP act inh,PABP1 MLLE inh,MsrA act,SKN-1 inh
O=C(Nc1nnc(C2CC2)s1)C1Cc2ccccc2CN1C(=O)c1ccco1 (stereo not drawn),i,-16,1,1,-4,-7,-2,-8,7
COC(=O)c1ccc(N2CCN(C)CC2)c(NC(=O)c2ccc(-c3ccc(Cl)cc3)o2)c1,i,4,-2,1,4,2,9,-4,12
O=C(CSc1ccc2nnc(-c3ccc(F)cc3)n2n1)NCc1ccco1,i,3,-1,1,-3,0,4,-7,-2
COc1ccc(C(=O)NCC(=O)N/N=C(\C)c2ccco2)cc1OC,i,2,3,2,0,2,-13,-7,-1
c1ccc2[nH]c(CSc3ncnc4c3oc3ccccc34)nc2c1,i,-12,i,-1,1,-5,-16,-2,4

# Next compounds follow:
SMILES,Neddyl block,NRP1-CendR mod,Rin1-Abl PPI inh,E coli Lon inh,FAS TE block,MT1-MMP act inh,PABP1 MLLE inh,MsrA act,SKN-1 inh
COc1cccc(CSc2nc3ccncc3[nH]2)c1,i,-6,1,-1,-5,1,-14,-1,5
CCN(c1ccccc1)S(=O)(=O)c1cc(CN2C(=O)c3cccnc3C2=O)ccc1OC,i,-4,-1,12,-5,1,1,2,22
NC(=O)CSc1nnnn1-c1cccc(Cl)c1,i,-9,-2,4,-10,1,3,-3,0
COc1ccc(CCNc2cc(C)nc3c(-c4ccc(Cl)cc4)c(C)nn23)cc1OC,.,-6,-2,-2,20,-4,25,-2,11
O=C(NC1CCCC1)c1ccc([N+](=O)[O-])s1,i,4,3,-8,-1,3,4,-3,0
Clc1cc(Br)ccc1OCCCn1ccnc1,i,4,0,-8,-12,0,-7,1,-6
CCOC(=O)c1cc(S(=O)(=O)N2CCC(C)CC2)cn1C,i,10,-5,3,-3,2,-5,0,10
Cc1cc(C)cc(C(O)c2ncc(-c3ccccc3)[nH]2)c1 (stereo not drawn),i,12,-5,-9,-4,3,-13,-2,17
CC(=O)c1ccc(OCC(=O)Nc2ccc(N3CCCCC3)cc2)cc1,i,1,3,3,-6,7,11,-6,-18
Cc1occc1C(=O)N/N=C/c1cnn(C)c1C,i,7,-1,-1,-7,1,-3,1,-10
CC(C)=CCCC(C)N(C=O)C(C)CCC=C(C)C (stereo not drawn),i,0,6,5,-1,-2,7,0,15
Cn1nc(-c2ccc(Cl)cc2)c2cc(C(=O)NCCCN3CCOCC3)sc21,.,7,-5,0,4,7,-5,-3,9
CCOC(=O)[C@H]1[C@H]2COc3ccc(OC)cc3[C@@H]2N2C(=O)CN(CC3CCCO3)C(=O)[C@@]12C (stereo partly drawn),i,10,2,-1,-4,1,-11,-4,3
CCC(OC(=O)c1nsc(Cl)c1Cl)C(=O)NCc1cccs1 (stereo not drawn),i,13,1,0,-1,1,1,-3,-27
CCN1C(=O)/C(=C/c2cc(C)n(C)c2C)SC1=Nc1ccc(OC)cc1,i,-3,-5,-6,29,1,0,-3,-11
O=C1CCC/C(=N\NC(=O)c2ccc(CSc3cccc4cccnc34)cc2)C1,+,-11,0,7,-10,-2,-8,-4,-2
N#CCSc1ncccc1-c1nc2ccccc2[nH]1,i,2,-1,3,0,-6,-5,-1,14
COc1ccc(-c2nc3cc([N+](=O)[O-])ccc3o2)cc1,i,-14,3,-5,-2,2,-42,-2,15
Cc1ccc(CNC(=O)CN2C(=O)c3ccccc3S2(=O)=O)cc1,i,1,1,8,-7,-2,8,-7,3
COc1ccc(NC(=O)CS(=O)(=O)c2ccc(Br)cc2)cc1,i,-1,-4,-3,-3,2,-5,-2,1
CN(CC(=O)Nc1ccc(Cl)cc1)CC(=O)Nc1cccc2ccccc12,i,-1,2,-4,28,4,0,-6,-7
O=C(c1ccccc1)c1ccc2cc(O)ccc2c1,i,1,2,-1,5,0,6,-3,10
O=C1C(=O)N(CCN2CCOCC2)C(c2ccc(Cl)c(Cl)c2)/C1=C(/O)c1ccc2c(c1)OCO2 (stereo not drawn),i,2,-8,12,2,0,14,-11,-16
COc1ccc(CCC(C)NCc2ccccc2OC)cc1 (stereo not drawn),i,5,0,-5,-4,2,-9,-1,5
